Compound activity as filed in PubChem.
C2C12 statin: suppressors of simvastatin-induced myotoxicity in C2C12 myotubes | ATP luminescence, 48 h; scaled: DMSO 0, geranylgeraniol control 100 | actives 0.78% (n = 330,000) | rescue of ATP level, % at 7.49 µM;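 active means mean ATP rescue above about 67%, or every replicate alone reaching that limit, limit read from the data, passing the limit was not always enough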;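 further: myotubes were challenged with 10 µM simvastatin during compound exposure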
S100A4 inh HTS: inhibitors of human S100A4 binding to myosin IIA peptide; inhibition, % at 10.7 µM; P26447; S100A4/TAMRA-MyoIIA peptide fluorescence polarization; actives 0.14% (n = 360,000); AID 652163;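 active means mean inhibition of at least 70% across replicates, with every replicate also reaching that level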
Target sequence (P26447 whole entry, looked up): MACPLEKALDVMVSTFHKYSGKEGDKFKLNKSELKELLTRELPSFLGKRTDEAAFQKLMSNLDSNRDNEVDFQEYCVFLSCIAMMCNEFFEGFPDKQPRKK
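incubation = readout 5 min after mixing, signal stable up to 60 min | system = S100A4 monomer protein | buffer or medium = HEPES pH 7.2 with CaCl2, KCl, NaCl, DTT, Triton | benchmarks = neutral control DMSO, positive control TFP | also added = fluorescent myosin IIA peptide, 5 nM | compound dosing = one concentration per compound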
PGC1a acetyl inh: lowers PGC1a acetylation signal in U2OS cells | actives 0.17% (n = 350,000) | inhibition, % at 15.6 µM | AID 651687 | AlphaScreen anti-acetyl-lysine; with virally co-expressed GCN5 acetyltransferase;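 active means every replicate shows inhibition of at least 40%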;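 further: 0% = neutral control wells and 100% = positive control wells; some results beyond the cut were filed as inactive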
ERAP1 HTS inh: inhibitors of human ERAP1 aminopeptidase | Q9NZ08 | recombinant ERAP1, Leu-AMC fluorescence, 60 min | inhibition, % at 10.7 µM | actives 0.15% (n = 340,000) | AID 652197;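 active means mean replicate inhibition of at least 30%, or all replicates individually reaching that 30% level; inactive means mean below 30% and not every replicate reaching it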;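 further: 0% = neutral control wells and 100% = L-leucinethiol positive control wells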
Target sequence (Q9NZ08 whole entry, looked up): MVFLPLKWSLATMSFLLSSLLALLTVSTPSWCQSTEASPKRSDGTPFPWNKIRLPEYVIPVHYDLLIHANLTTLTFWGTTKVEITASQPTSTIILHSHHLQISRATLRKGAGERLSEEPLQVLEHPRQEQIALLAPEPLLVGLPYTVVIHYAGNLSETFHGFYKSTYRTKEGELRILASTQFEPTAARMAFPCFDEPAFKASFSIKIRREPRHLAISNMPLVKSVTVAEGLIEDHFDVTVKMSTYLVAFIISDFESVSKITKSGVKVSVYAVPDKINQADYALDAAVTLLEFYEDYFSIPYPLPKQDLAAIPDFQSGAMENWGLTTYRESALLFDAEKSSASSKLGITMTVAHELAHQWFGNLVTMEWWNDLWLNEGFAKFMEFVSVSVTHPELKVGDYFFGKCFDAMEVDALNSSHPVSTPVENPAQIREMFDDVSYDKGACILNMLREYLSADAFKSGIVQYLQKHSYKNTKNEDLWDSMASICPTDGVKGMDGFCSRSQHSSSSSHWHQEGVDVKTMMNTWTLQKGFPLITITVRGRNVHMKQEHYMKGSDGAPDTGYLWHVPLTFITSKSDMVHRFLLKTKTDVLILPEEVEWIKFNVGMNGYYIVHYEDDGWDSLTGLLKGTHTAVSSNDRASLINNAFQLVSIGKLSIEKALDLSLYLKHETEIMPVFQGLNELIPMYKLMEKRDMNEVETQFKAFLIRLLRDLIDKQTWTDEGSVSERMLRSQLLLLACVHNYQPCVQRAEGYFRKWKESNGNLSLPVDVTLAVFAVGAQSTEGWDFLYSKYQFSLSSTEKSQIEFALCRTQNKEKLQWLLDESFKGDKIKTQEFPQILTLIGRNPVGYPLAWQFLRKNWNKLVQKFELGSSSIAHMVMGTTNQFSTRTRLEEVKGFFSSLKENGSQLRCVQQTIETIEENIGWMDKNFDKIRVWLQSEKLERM
XiGFP reactiv: X-chromosome reactivation activator; actives 0.055% (n = 360,000); AID 743238; activation, % at 7.58 µM; XiGFP mouse fibroblasts, % GFP-positive cells imaging, 3 d; cells co-treated with 5-aza-dC sensitizer; scaled so ellipticine positive control = 100%;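 active means mean normalized replicate activation at least 10% and every replicate at or above 10%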;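 further: 0% = median of on-plate neutral control wells and 100% = ellipticine 6 µM median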
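System: 68-5-11 XiGFP fibroblast line; Timing: 3 days compound exposure; Compound dosing: one concentration, pinned; Benchmarks: positive control ellipticine, 6 µM final; Buffer or medium: DMEM containing 5-aza-dC.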
LGR2 inh: inhibitors of bursicon-induced Drosophila LGR2 receptor cAMP signaling. AID 720647. inhibition, % at 9.99 µM. actives 0.35% (n = 380,000). HEK293 LGR2, CRE-luciferase, bursicon-stimulated, 4 h;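 active means drop in luminescence signal, shown as inhibition above about 50% in the replicate tests, limit read from the data, passing the limit was not always enough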;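 further: agonist challenge used bursicon conditioned medium at about half maximal strength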
SIRT5 block: sirtuin-5 (human) deacylase inhibition. Q9NXA8. inhibition, % at 15 µM. Purified SirT5, succinyl-peptide AMC, trypsin-coupled fluorescence. actives 1.1% (n = 330,000); in the data active means inhibition above about 15%
Cneo AK release: causes C. neoformans cell lysis | lysis activity, % at 15 µM | adenylate kinase release luminescence, 4 h; normalised: neutral wells 0, clomiphene wells 100 | actives 0.2% (n = 360,000);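 active means mean lysis activity across replicates of at least 80%, whatever share of replicates individually reach that level; inactive means mean lysis activity below 80%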
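read-out = cell lysis signal | test system = log-phase Cryptococcus neoformans yeast cells | input = cells at 5 × 10^6 per mL | medium = fresh YPD growth medium | signal = luminescent adenylate kinase detection reagent | timing = 4 h at 37 °C static, read 1 h later | dosing = single dose | controls = Clomiphene as positive lysis control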
Numbers without * were called inactive; / = no result given.

Start of the listing, in advance (three entries):
SMILES | C2C12 statin | S100A4 inh HTS | PGC1a acetyl inh | ERAP1 HTS inh | XiGFP reactiv | LGR2 inh | SIRT5 block | Cneo AK release
C=CCSc1nnc(CNC(=O)c2ccccc2C)n1C(C)C | / | -1 | / | -4 | 0.1 | 1 | 3 | /
CC(C)(C)C(=O)Nc1nnc(SCC(=O)NC2CC2)s1 | -2 | -1 | -4 | 2 | -0.1 | 6 | -2 | 4
COc1cc(CCC(=O)Nc2cc(S(=O)(=O)N3CCOCC3)ccc2OC(C)C)cc(OC)c1OC | 1 | -1 | 1 | 1 | -0.1 | -3 | -1 | 2

Main list, from the first entry:
SMILES | C2C12 statin | S100A4 inh HTS | PGC1a acetyl inh | ERAP1 HTS inh | XiGFP reactiv | LGR2 inh | SIRT5 block | Cneo AK release
C=CCSc1nnc(CNC(=O)c2ccccc2C)n1C(C)C | / | -1 | / | -4 | 0.1 | 1 | 3 | /
CC(C)(C)C(=O)Nc1nnc(SCC(=O)NC2CC2)s1 | -2 | -1 | -4 | 2 | -0.1 | 6 | -2 | 4
COc1cc(CCC(=O)Nc2cc(S(=O)(=O)N3CCOCC3)ccc2OC(C)C)cc(OC)c1OC | 1 | -1 | 1 | 1 | -0.1 | -3 | -1 | 2
C[C@H]1CN([C@@H](C)CO)C(=O)c2cc(NC(=O)Cc3cn(C)c4ccccc34)ccc2O[C@H]1CN(C)S(C)(=O)=O | -4 | 1 | 10 | 1 | -0.1 | -9 | -3 | -4
Cc1cc(C)c(NS(=O)(=O)c2c(C(=O)N3CCOCC3)c(C)n(C)c2C)c(C)c1 | -1 | 8 | / | 1 | 0.2 | -3 | -3 | 1
Cc1noc(C)c1S(=O)(=O)Nc1ccc2c(c1)C(=O)N([C@H](C)CO)C[C@H](C)[C@H](CN(C)C(=O)c1ccccc1)OCCCC[C@@H](C)O2 | / | -2 | -10 | 4 | 0.3 | -14 | -1 | 37
C=C(C)COc1ccc(-c2nc(N)ncc2-c2ccc(OC)c(OC)c2)c(O)c1 | -17 | -2 | 1 | 4 | 0.2 | -3 | -4 | 1
O=C(Oc1ccc(Br)cc1C(=O)/C=C/c1ccccc1F)c1ccco1 | 10 | 1 | -32 | 0 | 1.9 | -10 | 3 | -1
O=C(O)CCC(=O)NNc1ccccc1[N+](=O)[O-] | / | / | -5 | / | 0.3 | -5 | / | 4
COc1ccc(C(=O)C2CCCN(Cc3cccn3-c3ccccn3)C2)c(C)c1 (configuration not stated) | / | 2 | -14 | 1 | 0.1 | 25 | -3 | /
O=C1[C@@H](Oc2ccccc2)[C@@H](c2cnc3ccccc3c2)N1c1ccccc1 | 0 | -3 | 7 | -3 | -0.1 | -11 | -7 | 4
COc1ccc(-c2cc(C(=O)N(C)Cc3nc4ccccc4c(=O)[nH]3)c3ccccc3n2)cc1OC | -10 | 0 | 2 | 11 | 0.2 | 20 | / | 0
CCN(CC(=O)Nc1ccccc1C(=O)Nc1ccccc1)Cc1nc2ccccc2c(=O)[nH]1 | / | -2 | 2 | -1 | 0.0 | 10 | / | /
OC1CCNC(=S)N1c1ccccc1 (configuration not stated) | 16 | -9 | 5 | 2 | 0.0 | -19 | -1 | 0
C[C@@H]1CN([C@H](C)CO)C(=O)c2cc(-c3cccnc3)cnc2O[C@@H]1CN(C)Cc1ccc(Oc2ccccc2)cc1 | 24 | 1 | 6 | -1 | -1.1 | -59 | 14 | 2
C[C@H](CO)N1C[C@H](C)[C@H](CN(C)Cc2cccc(C(F)(F)F)c2)Oc2ncc(C#Cc3ccccc3)cc2C1=O | 42 | -7 | -10 | -2 | -0.8 | 7 | 29* | -1
CCCCC(CCC(=O)O)(C(=O)OCC)c1csc(Nc2ccc(OCC)cc2)n1 (configuration not stated) | 6 | -4 | 6 | / | 0.0 | 8 | -3 | 0
Cc1cc(C)c(C)c(OCCOCCNCc2ccccc2)c1 | / | -8 | / | 1 | 0.3 | 10 | -5 | /
CCOC(=O)C1=C(C(F)(F)F)Nc2ncnn2C1c1cccc(OC)c1OC (configuration not stated) | / | -2 | -4 | 0 | 0.0 | / | -1 | -1
CCCN1C[C@H](C)[C@H](OC)CN(C)C(=O)c2ccc(NC(=O)c3cnccn3)cc2OC[C@@H]1C | 0 | 4 | -9 | 0 | 0.5 | -1 | -1 | -4
Nc1ccn(CCCNC2CCN(Cc3ccccc3)CC2)c(=O)n1 | 1 | -2 | -4 | -2 | -0.1 | 13 | -1 | -2
COc1ccc2c3c([nH]c2c1)[C@@H](CO)N(C(=O)c1cnccn1)CC31CCN(S(C)(=O)=O)CC1 | / | -2 | -1 | 2 | 0.3 | 10 | -6 | /
CC[C@H](C)[C@H]1CNC(=S)N1CC1CCN(CCCCc2ccccc2)CC1 | 5 | -11 | 9 | -2 | / | -8 | -5 | 1
Cc1cc(NS(=O)(=O)c2ccc(NC(=O)c3ccc(Cl)cc3[N+](=O)[O-])cc2)no1 | -3 | -1 | 6 | -2 | 0.3 | 8 | 2 | -2
CC(=O)N[C@@H](Cc1c[nH]c2ccccc12)C(=O)NC1CC1 | 7 | -3 | -1 | 1 | 0.3 | -9 | -5 | 0
CC(=O)N1c2ccc(S(=O)(=O)N3CCC(C(=O)Nc4cccc(F)c4)CC3)cc2CC1C (configuration not stated) | -26 | -6 | -1 | -5 | 0.0 | -24 | 0 | -1
CN(C)C(=O)C(OC(=O)c1ccc2ccccc2n1)c1ccccc1 (configuration not stated) | 18 | 18 | 1 | -1 | 0.4 | -2 | -3 | 0
CC(=O)N[C@H]1C=C[C@@H](CC(=O)NCc2ccc(Cl)cc2)O[C@@H]1CO | -4 | 7 | 0 | -1 | -0.3 | 5 | -3 | 6
CCOC(=O)CN1C(=O)C2(OCCCO2)c2cc(Br)ccc21 | -10 | -13 | 22 | -6 | -0.1 | -10 | -2 | 0
O=c1[nH]c2ccccc2cc1CN(CC1CCCO1)S(=O)(=O)c1ccc(Cl)cc1 (configuration not stated) | 42 | -4 | -11 | 0 | 0.0 | -7 | -3 | -2
CC(/C=C/c1ccccc1F)=N\NC(=O)c1cccc(F)c1 | / | -4 | 11 | 6 | 0.4 | -62 | -3 | /
CCc1ccc(C(=O)c2cnc3ccc(OC)cc3c2N2CCN(CC)CC2)cc1 | -3 | 3 | / | -3 | 0.4 | 11 | / | -1
CCOc1ccc(S(=O)(=O)n2cnc3ccccc32)cc1 | 1 | 3 | 0 | 3 | 0.0 | 5 | -3 | -2
O=C(N[C@@H]1CC[C@@H](CCn2cc(Cc3ccccc3)nn2)O[C@@H]1CO)c1ccccn1 | 4 | 5 | 2 | 3 | 0.0 | -10 | 0 | -1
NC(=O)C1CCN(C2=C(NS(=O)(=O)c3ccc(Br)cc3)C(=O)c3ccccc3C2=O)CC1 | 8 | -3 | -2 | -1 | 0.3 | 6 | -2 | 37
C=CCN1C(=O)c2ccc(C(=O)N3CCN(c4ccccc4OC)CC3)cc2C1=O | -18 | -1 | / | -8 | 0.2 | 2 | -3 | 0

By substructure, those above containing a Cl atom (3)
SMILES | C2C12 statin | S100A4 inh HTS | PGC1a acetyl inh | ERAP1 HTS inh | XiGFP reactiv | LGR2 inh | SIRT5 block | Cneo AK release
Cc1cc(NS(=O)(=O)c2ccc(NC(=O)c3ccc(Cl)cc3[N+](=O)[O-])cc2)no1 | -3 | -1 | 6 | -2 | 0.3 | 8 | 2 | -2
CC(=O)N[C@H]1C=C[C@@H](CC(=O)NCc2ccc(Cl)cc2)O[C@@H]1CO | -4 | 7 | 0 | -1 | -0.3 | 5 | -3 | 6
O=c1[nH]c2ccccc2cc1CN(CC1CCCO1)S(=O)(=O)c1ccc(Cl)cc1 (configuration not stated) | 42 | -4 | -11 | 0 | 0.0 | -7 | -3 | -2

The listing continues.
SMILES | C2C12 statin | S100A4 inh HTS | PGC1a acetyl inh | ERAP1 HTS inh | XiGFP reactiv | LGR2 inh | SIRT5 block | Cneo AK release
Cc1csc2c(=O)[nH]cnc12 | / | 7 | 0 | 10 | 0.0 | / | 6 | /
COc1ccc(NC(=O)N(C)C[C@@H]2Oc3c(NS(=O)(=O)c4ccc(Cl)cc4)cccc3C(=O)N([C@H](C)CO)C[C@@H]2C)cc1 | 10 | 4 | 6 | 2 | -0.6 | -5 | 1 | -2
COc1cccc(S(=O)(=O)N2CCCCN3[C@H](CO)[C@H](c4ccc(-c5ccncc5)cc4)[C@H]3C2)c1 | / | / | 2 | / | 0.0 | 9 | -5 | -1
Cc1cc(C)c(NC(=O)CNC(=O)c2ccc(-n3cncn3)c([N+](=O)[O-])c2)c(C)c1 | -7 | 2 | / | -5 | 0.4 | 3 | 1 | 2
Cc1noc(C)c1S(=O)(=O)Nc1ccc2c(c1)CC(=O)N([C@@H](C)CO)C[C@H](C)[C@@H](CN(C)C(=O)Nc1ccccc1)O2 | 3 | 6 | -2 | 1 | -1.0 | -7 | 7 | /
Cc1cnc(C(=O)NCC(c2ccccc2)c2ccccc2)cn1 | -9 | -3 | 3 | -1 | 0.2 | 13 | -3 | 0
COC(=O)N1C(=O)[C@](Cc2ccccc2)(c2ccccc2)N1C(=O)OC | 8 | -3 | 11 | -3 | 0.0 | 0 | / | -1
O=C(OCc1nc2ccccc2s1)c1cccc(N2C(=O)CCC2=O)c1 | / | 0 | -4 | -1 | 0.0 | 3 | -2 | /
CC(C)OC(=O)C1C2C=CC3(CN(C(C)c4ccc(Br)cc4)C(=O)C13)O2 (configuration not stated) | 5 | -3 | 3 | 0 | 0.3 | -7 | -2 | 11
Cc1ccc(CSc2nnc(SCC(=O)N/N=C/c3ccccc3OCC(=O)O)s2)cc1 | / | -15 | -10 | 22 | -0.1 | 0 | 0 | -2
COc1cccc(CNC(=O)c2ccccc2-c2ccccc2)c1 | -2 | -4 | / | 2 | 0.0 | -6 | -5 | 0
Oc1ccc(/C=N/Nc2ccc(C(F)(F)F)cn2)c(O)c1 | / | -7 | / | 1 | -0.1 | -18 | 2 | /
Cc1nc(-c2ccc(NS(=O)(=O)c3ccccc3)cc2)cs1 | / | -4 | -14 | -2 | 0.0 | -19 | -2 | /
CSC1=N/C(=C/c2ccc(-n3cncn3)cc2)C(=O)N1 | -9 | 0 | 7 | 0 | 0.3 | 2 | -3 | -8
Cc1c(-c2ccccc2)c(=O)oc2cc(O)ccc12 | / | 0 | / | -239 | 0.1 | -11 | -57 | /
COc1cc(SC)ccc1C(=O)NNC(=O)C1COc2ccccc2O1 (configuration not stated) | 5 | -3 | -23 | -3 | 0.0 | -8 | -1 | -1
Cc1ccsc1/C=C(\C#N)C(=O)NCCCN1CCOCC1 | / | -5 | / | / | 0.0 | -15 | -5 | /
Cc1ccc(N(C(=O)c2sc(C)nc2C)C(C(=O)NCc2ccco2)c2ccccc2)cc1 (configuration not stated) | 0 | -1 | -18 | 6 | / | 10 | -3 | -1
Cc1c(CCO)c(=O)n(-c2ccccc2)n1S(=O)(=O)c1ccc([N+](=O)[O-])cc1 | / | -2 | 4 | -4 | 0.0 | -8 | -2 | /
O=C(CNC(=O)c1cccs1)OCC(=O)c1ccccc1 | 1 | -2 | 1 | 6 | / | -19 | -4 | -2
O=C(C1CCOCC1)N1CC2(C1)[C@@H](c1ccccc1)[C@@H](CO)N2C(=O)CC1CC1 | / | 0 | -3 | 0 | 0.0 | -8 | -3 | /
CCCN(C(=O)c1ccc(OCC(C)C)cc1)c1c(N)n(Cc2ccccc2)c(=O)[nH]c1=O | / | -9 | / | 3 | 0.1 | -10 | 0 | /
CCCNC(=O)C1(C)CCCN(Cc2ccc(C#N)cc2)C1 (configuration not stated) | 3 | -2 | 1 | -2 | 0.1 | -3 | 11 | 0

An excerpt; the hit share may differ from the screen's.
